NPSR antagonist – antagonists of human neuropeptide S receptor cAMP signaling; Q6W5P4; CHO-NPSR cells, cAMP TR-FRET, antagonist mode; Potency, µM (doses to about 38.3 µM), inactives show at the top dose activity change, negative = inhibition, most hits filed as inhibitors; 220,000 compounds, 1% hits; AID 1461; note: % is set by controls: 0 for no effect and ±100 for the full control effect; nearly all actives have a fitted effect of over 50% in size; many of its hits are not listed in these tables
Target sequence (Q6W5P4 whole entry, looked up): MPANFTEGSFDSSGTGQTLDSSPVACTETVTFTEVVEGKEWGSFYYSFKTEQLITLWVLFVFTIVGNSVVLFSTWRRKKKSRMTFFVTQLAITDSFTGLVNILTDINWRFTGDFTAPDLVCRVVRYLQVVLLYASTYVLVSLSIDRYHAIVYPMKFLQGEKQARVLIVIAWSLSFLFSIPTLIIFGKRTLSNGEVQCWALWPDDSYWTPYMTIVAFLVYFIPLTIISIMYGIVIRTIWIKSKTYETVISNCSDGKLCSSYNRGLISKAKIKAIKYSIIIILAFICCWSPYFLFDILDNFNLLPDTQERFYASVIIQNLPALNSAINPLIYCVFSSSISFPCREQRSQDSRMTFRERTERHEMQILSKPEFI
JMJD2E inh – blocks human JMJD2E demethylase activity. JMJD2E catalytic domain, FDH-coupled NADH fluorescence (FDH is formaldehyde dehydrogenase). 230,000 compounds, 1.6% hits. Potency, µM (top dose mostly 57.1 µM), without a hit: top-dose activity change, negative = inhibition, most hits filed as inhibitors. B2RXH2; active = well fitted inhibition curve with a large enough effect, not every such curve was filed as active; inconclusive = small, poorly fitted or top-dose-only effect, or another doubt; inactive = no such curve, though single readings can be large or run the other way;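 note: 0% = wells with enzyme and -100% = buffer wells without enzyme; nearly all actives have a fitted effect of over 50% in size; many of its hits are not listed in these tables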
Target sequence (B2RXH2 1-337 limits assumed): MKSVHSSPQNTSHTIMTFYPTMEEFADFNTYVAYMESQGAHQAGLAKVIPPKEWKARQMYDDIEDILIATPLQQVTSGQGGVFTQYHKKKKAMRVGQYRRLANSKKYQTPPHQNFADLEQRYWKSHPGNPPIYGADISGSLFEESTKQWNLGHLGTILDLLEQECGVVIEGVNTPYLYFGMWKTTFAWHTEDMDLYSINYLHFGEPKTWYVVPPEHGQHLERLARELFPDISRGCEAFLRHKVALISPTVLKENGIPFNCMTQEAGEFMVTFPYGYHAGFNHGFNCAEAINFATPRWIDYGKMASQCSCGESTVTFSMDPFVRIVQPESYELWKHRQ
Epigenetic reg – epigenetic control regulation, reporter derepression; murine LDR cells, GFP reporter derepression, 30 h; 280,000 compounds, 0.2% hits; Potency, µM (series often up to 53.9 µM), without a hit: top-dose GFP activation, usual class: activators; note: % of control where 0% means no effect; nearly all actives have a fitted effect of over 60% in size
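GFP-positive cell count by laser-scanning cytometry (objects 20–120 um) after 30 h, 37 C compound exposure of murine LDR cells; reporter is CMV-GFP integrated at a silenced locus, inducible by HDAC or DNMT inhibitors.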
IMPase Li cell – cell-permeable IMPase inhibitors with lithium potentiation; CHO-M1 cells, IP1 TR-FRET (IP-One), carbachol + lithium; Potency, µM (top dose mostly 59.4 µM), inactives show at the top dose activity, negative = IMPase inhibition, usual class: inhibitors; 210,000 compounds, 0.35% hits;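 note: IP1 builds up when IMPase is blocked and the TR-FRET signal falls; plate controls were basal vehicle for no effect and high inhibitor control for full effect; nearly all actives have a fitted effect of over 50% in size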
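Steps: plate 2000 CHO-M1 cells per well and culture 16–30 h; add compound and lithium; incubate 30 min, 37C; add d2-IP1 tracer and Eu cryptate anti-IP1 antibody in lysis buffer; read after 10 min at room temperature.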
SMN2 splice enh – increases expression of the SMN2 splice variant; AID 1458; 210,000 compounds, 2.8% hits; HEK293 SMN2-luciferase splicing reporter, luminescence, 30-36 h; Potency, µM (top dose mostly 46.1 µM), without a hit: at the highest dose activity change, positive = activation, hits mostly activators; note: % of control where 0% means no effect; nearly all actives have a fitted effect of over 55% in size
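HEK293 cells carry an SMN2 […]–luciferase reporter in which exon 7 inclusion puts luciferase in frame. Cells were plated 10-12 h before compound addition, then incubated 30-36 h at 37C. ONE-Glo luminescence was read; sodium butyrate at 4.5 mM final served as control.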
KinaseGlo FLuc – Kinase-Glo luciferase inhibition (counter-screen) | Q27757 | Kinase-Glo luciferase, ATP luminescence, 8 min | 200,000 compounds, 0.28% hits | Potency, µM (doses to about 38.3 µM), for the others: top-dose activity change, negative = inhibition, hits mostly inhibitors | AID 1379; note: % is set by controls: 0 for no effect and ±100 for the full control effect; nearly all actives have a fitted effect of over 60% in size
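Inhibition of Kinase-Glo luciferase light generation was assessed at 10 uM ATP in pH 7.2 imidazole buffer, with luminescence measured after eight minutes at ambient temperature.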
RECQ1 helicase – RECQ1 (human) helicase inhibition | P46063 | RECQ1 DNA unwinding, red fluorescence kinetic read | Potency, µM (doses to about 57.3 µM), for inactives: at the highest dose activity, negative = inhibition, actives largely listed as inhibitors | 240,000 compounds, 0.54% hits | AID 2549;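 note: plate controls were vehicle for no effect and no enzyme for full effect; nearly all actives have a fitted effect of over 30% in size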
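RECQ1T1 50 nM; forked duplex (20 bp + 30-nt ss tails) 200 nM, ATP 2 mM final; pH 8.0, 2 mM MgCl2, 2.5 ug/ml poly(dI-dC); 15 min compound preincubation; discontinuous kinetic read over 2 h at RT.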
RGS12 GoLoco inh – blocks human Gai1 binding to RGS12 GoLoco peptide, red readout | P63096 | AID 880 | Potency, µM (series often up to 61.6 µM), inactives show at the highest dose activity, negative = inhibition, most hits filed as inhibitors | 230,000 compounds, 0.44% hits | Gai1:RGS12 GoLoco peptide FP, rhodamine, 10 min; active = well fitted inhibition curve with a large enough effect, not every such curve was filed as active; inactive = no such curve, though single readings can be large or run the other way; note: % is set by controls: 0 for no effect and ±100 for the full control effect; nearly all actives have a fitted effect of over 30% in size; many of its hits are not listed in these tables
Target sequence (P63096 whole entry, looked up): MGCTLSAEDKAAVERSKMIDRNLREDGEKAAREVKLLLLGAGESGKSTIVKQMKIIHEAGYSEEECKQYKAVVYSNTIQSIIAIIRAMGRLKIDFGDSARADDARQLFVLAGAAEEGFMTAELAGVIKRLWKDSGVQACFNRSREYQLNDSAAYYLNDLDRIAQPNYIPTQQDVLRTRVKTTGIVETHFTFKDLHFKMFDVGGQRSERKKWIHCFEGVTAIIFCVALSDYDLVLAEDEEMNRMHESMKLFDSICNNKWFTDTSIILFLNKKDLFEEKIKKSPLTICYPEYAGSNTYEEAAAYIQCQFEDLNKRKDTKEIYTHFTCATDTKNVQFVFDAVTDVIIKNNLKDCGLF
* = called active by the depositor; i = inactive; ? = inconclusive; · = no result given; & = joins results of further samples; [ ] = dose if it differs, or a comment. Unless noted, calls come from the whole dose curve; as a rule, active = well fitted curve in the direction sought with a large enough effect; inconclusive = small, poorly fitted or top-dose-only effect, or another doubt; inactive = no such curve, though single readings can be large; an effect the other way counts as inactive or inconclusive. Potency is the fitted concentration of half-maximal effect.

Order of values: NPSR antagonist | JMJD2E inh | Epigenetic reg | IMPase Li cell | SMN2 splice enh | KinaseGlo FLuc | RECQ1 helicase | RGS12 GoLoco inh
O=C(NCCc1c[nH]c2ccccc12)c1ccc(S(=O)(=O)NCc2ccco2)cc1
  -15%[46.1 µM] | 3% | -3.4% | 7% | -9% | 0% | -26% | 17%
COc1cc(/C=C/C(=O)O)cc(S(=O)(=O)N2CCc3ccccc3C2)c1OC
  10% | -4% | -3.4% | 12% | -9% | 12% | i | 13%
c1ccc(-c2nc3ccccc3o2)nc1
  -13%[46.1 µM] | ? | -1.1% | -7%[38.3 µM] | ? | -21% | i | 2%
Cc1ccc(OCC(=O)NNC(=O)C2CCCO2)c(C)c1 (stereo not given)
  14% | 1% | 3.1% | 0% | 1% | -1% | i | -8%
COc1ccc(COc2cc(-c3cccc(OC)c3)nc3ccc(NC(=O)c4ccc(Cl)cc4)cc23)cc1
  -31% | ? | -0.6%[40.7 µM] | 0%&1% | -14% | 0%[39.9 µM] | -5% | 6%&1%
CC1(C)Cc2ccccc2-c2nnc(-c3ccccn3)n21
  1%[46.1 µM] | 8% | -1.0% | -1%[38.3 µM] | -2% | 0% | -12% | 4%
CC(NC(=S)NC1CCCCC1)C(c1cccs1)N1CCOCC1 (stereo not given)
  6% | 8% | 0.1% | · | · | · | -1% | 8%
Cc1cccc(NC(=O)Cn2c(=O)n(CCc3c[nH]c4ccccc34)c(=O)c3cccnc32)c1
  -11% | 1% | 1.9% | 3% | -1% | -3% | -19% | 24%
Cc1[nH]c2ccccc2c1C(=O)NS(=O)(=O)Nc1ccc(F)cc1
  -2% | -14% | 0.6% | -2% | 3% | 2% | i | 3%
N#CCCN(Cc1cccnc1)C(=S)Nc1ccccc1Cl
  6% | -1% | -0.1% | -5% | -5% | 1% | -13% | 0%
CN(C)c1nc(N)nc(CSc2nc3cc(Cl)ccc3o2)n1
  -10%[46.1 µM] | 4% | 1.3% | 26%[38.3 µM] | 4% | -1% | -12% | 17%
CCCn1c(CN2CCN(c3cccc(Cl)c3)CC2)nc2c1c(=O)n(C)c(=O)n2C
  -16%[46.1 µM] | -1% | 0.7% | 15%[38.3 µM] | -52%[inhibitor] | -2% | -16% | 9%
Cn1c(SCC(=O)NCc2cccs2)nnc1-c1ccncc1
  9%[46.1 µM] | 1% | 2.0% | -4%[38.3 µM] | 13% | -2% | -1% | 5%
CC1(C)CC(=O)C(CC2=C(N)CC(C)(C)CC2=O)=C(N)C1
  13% | -25% | 1.6% | · | · | · | 17% | 7%
COc1ccccc1Nc1ccc(C(=O)NC2CCCCC2)cn1
  -18%[46.1 µM] | -4% | 0.0% | 22%[38.3 µM] | -11% | -6% | -13% | 2%
O=c1c2ccccc2nc(SCc2ccncc2)n1CC1CCCO1 (stereo not given)
  -29% | -4% | -4.3% | 5% | -3% | 2% | -2% | 1%
COc1cc(OC)cc(C(=O)N(CCCN2C(=O)c3cccc4cccc(c34)C2=O)c2cccc(OC)c2)c1
  -25%[46.1 µM] | 3% | 1.1% | 1% | 7% | 2% | -4% | 5%
O=C(NN1C(=O)c2ccccc2C1=O)C1CCCCC1
  -3%[46.1 µM] | -1% | -0.8% | -3%[38.3 µM] | -20% | -1% | -8% | 4%
CC(C)(C)OC(=O)[C@H](Cc1ccccc1)NC(=O)c1nc[nH]c1C(=O)N[C@@H](Cc1ccccc1)C(=O)OC(C)(C)C
  -45% | -6% | 5.4% | · | · | · | -16% | 1%
COc1ccccc1C(=O)NCc1ccc(-c2nc3ccccc3s2)cc1
  -5% | ? | 0.0% | 7% | -12%[1.84 µM] | 4% | -2% | -3%
Cc1c(C(=O)Nc2cccc(N(C)S(C)(=O)=O)c2)cccc1[N+](=O)[O-]
  0% | 1% | -0.2% | -4% | · | · | i | -3%
C=CCN=C1CC(C)(C)CC(=O)/C1=C(/O)CCC(=O)OC
  -6%[46.1 µM] | 2% | -1.0% | -13%[38.3 µM] | -22% | -1% | -2% | 4%
N#Cc1ccccc1OCC(O)CNCCNC(=O)Nc1ccccc1 (stereo not given)
  · | · | 0.8% | 4% | -8% | · | 19% | 17%
O=C(Nc1nc(-c2ccc(S(=O)(=O)N3CCCCCC3)cc2)cs1)c1ccccc1
  -23%[46.1 µM] | ? | 0.0% | -13%[38.3 µM] | -29% | 1% | i | -2%
CCN(c1ccccc1)S(=O)(=O)c1ccc(Cl)c(C(=O)N(CC2CCCO2)C2CCS(=O)(=O)C2)c1 (stereo not given)
  -34% | 3% | 1.1% | 16% | 8% | 1% | -1% | 68%[activator]
COc1ccc(NC(=O)Cc2cccs2)c(OC)c1
  -4%[46.1 µM] | -3% | 0.0% | 6%[38.3 µM] | -2% | 0% | i | 9%
Cc1ccc(N2C(=O)CC(NCC3CCCO3)C2=O)cc1 (stereo not given)
  -14% | -11% | 2.4% | -2% | -4% | 0% | i | -3%
NS(=O)(=O)c1ccc(CCNC(=O)c2ccc3nc4ccc(Cl)cc4c(=O)n3c2)cc1
  -20% | ? | 1.8% | 19% | -7% | -3% | -11% | 13%
Cc1ccc(-c2csc(/C(C#N)=C/Nc3ccc4c(c3)OCCO4)n2)cc1
  -15% | 4% | 1.1% | ? | -6% | -4% | -7% | 17%
C=CCn1c(=N)c(C#N)cc2c(=O)n3ccccc3nc21
  -2%[46.1 µM] | ? | 0.0% | 8% | 19% | 0% | -2% | -2%
CCCCCCn1c(SCCN2CCOCC2)nc2c1c(=O)[nH]c(=O)n2C
  -5%[46.1 µM] | 8% | -1.1% | -3%[38.3 µM] | -2% | -3% | i | 8%
Cc1cccnc1NC(=S)NCc1ccco1
  -34% | -16% | 0.0% | 18% | 8% | 1% | -5% | -8%
CCOC(=O)c1c(NC(=S)NC(=O)c2cnn(CC)c2)sc2c1CCC(C)C2 (stereo not given)
  3%[46.1 µM] | -2% | -0.4% | -18%[38.3 µM] | -4% | -2% | i | -8%
CCCN(CC1CC1)C(=O)CSc1nnc(-c2ccco2)n1N
  10% | -5% | -2.4% | -7% | · | · | -14% | 5%
O=C(Nc1ccc2c(c1)C(=O)OC2)Nc1cccc2ccccc12
  12% | ? | -3.5% | -5% | 19% | 1% | -6% | 2%
O=C(CNCc1ccccc1)Nc1ccc(Oc2ccccc2)cc1
  -26% | 2% | 3.8% | 4% | 0% | 0% | ? | 12%
CC(=O)NNc1[nH]c2c(c(=O)c1[N+](=O)[O-])c(=O)n(C)c(=O)n2C
  2% | -21% | 0.0% | -3% | 0% | -5% | 21% | -5%
Cc1nn(-c2ccccc2)nc1C(=O)Nc1ccc2[nH]ncc2c1
  23% | · | 0.0% | · | · | · | i | -2%
CCCc1cc(C(=O)NCc2ccco2)no1
  2%[46.1 µM] | 0% | 1.7% | 7%[38.3 µM] | 4% | 0% | -8% | 1%
O=c1[nH]c(N2CCN(Cc3ccccc3)CC2)nc2c1CCC2
  -9% | 1% | -3.3% | 1% | · | 6% | i | 0%
CNC(=O)c1sccc1S(=O)(=O)Cc1c(Cl)cccc1Cl
  -5%[46.1 µM] | 3% | -2.9% | -7%[38.3 µM] | 4% | -6% | -2% | -13%
CCS(=O)CCSc1nc2ccccc2s1 (stereo not given)
  1%[46.1 µM] | 6% | -1.1% | -8%[38.3 µM] | 40% | -1% | -7% | -2%
O=C(CCn1c(=O)oc2ccccc21)NCc1cccs1
  5%[46.1 µM] | 3% | -1.0% | 5% | 6% | 2% | 7% | 4%
COC(=O)[C@@H](NC(=O)Nc1ccc2c(c1)OCCO2)C(C)C
  -3%[46.1 µM] | 2% | -0.7% | -15%[38.3 µM] | -7% | -4% | -2% | 3%
FC(F)(F)c1cc(NCc2cccs2)n2ncnc2n1
  -2%[46.1 µM] | 6% | -3.5% | 18% | 18% | 16% | 8% | -17%
CCC(C)C(=O)Nc1nnc(SCC(=O)Nc2ccccc2F)s1 (stereo not given)
  -2% | -2% | 3.2% | 14% | -20% | 1% | 3% | 8%
COc1cc(OC)cc(-c2n[nH]c(=S)n2-c2ccc3c(c2)OCO3)c1
  -27% | ? | 1.0% | -24% | 14% | 1% | -14% | 1%
CCCn1cnc2c(SCC(=O)O)nc(N)nc21
  · | · | · | 3% | -15%[9.22 µM] | -2%[7.66 µM] | · | -1%[14.2 µM]
CC(C)CN(/C=N/c1sc2c(c1C#N)CCCCC2)CC(C)C
  ? | -9% | 0.8% | 39%[activator][38.3 µM] | -11% | 1% | -8% | 4%
CSc1nn(CCc2ccncc2)c(=S)s1
  -20%[46.1 µM] | -6% | -1.6% | -4%[38.3 µM] | -5% | 0% | 4% | 8%
Cc1csc2nc(CNS(=O)(=O)c3ccc(-c4ccccc4)cc3)cn12
  1%[46.1 µM] | 3% | -1.0% | 11% | -34%[inhibitor] | 0% | -7% | -1%
O=C(/C=C/Nc1ccccc1)c1ccc(Oc2ncccn2)cc1
  -10%[46.1 µM] | -2% | 0.0% | 10%[38.3 µM] | ? | -25% | -2% | 8%
O=C(O)/C=C/c1ccc(-c2cccc(C(F)(F)F)c2)o1
  -18% | ? | -0.3% | -9% | · | · | i | 3%
O=C(C1CCN(S(=O)(=O)c2ccc3ccccc3c2)CC1)N1CCN(c2ncccn2)CC1
  -15%[46.1 µM] | -3% | -0.7% | 4%[38.3 µM] | -18% | -3% | -7% | 2%
CCCCNC(=O)c1cc2c(=O)n3cccc(C)c3nc2n1C
  6%[46.1 µM] | ? | 0.9% | 6%[38.3 µM] | 10% | -2% | i | 3%
CC1(C)C(=O)C2(CCCCC2)C(=O)OC1c1cccn1-c1ccc([N+](=O)[O-])cc1 (stereo not given)
  -10% | 2% | -1.1% | 10% | -12% | -2% | -7% | -11%
CCn1c(C)c2c([n+]1CC)CC(C)(C)CC2=O
  3%[46.1 µM] | 2% | 1.4% | 1%[38.3 µM] | 8% | -1% | -5% | 11µM*

This is a subset (hit frequency here may not be typical).
